mcGAS inh – cyclic GMP-AMP synthase inhibitors, mouse, primary biochemical chemiluminescence; Q8C6L5; recombinant cGAS, Kinase-Glo ATP depletion luminescence; inhibition, % at 12.5 µM; actives 0.15% (n = 160,000);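 note: 0% = negative control wells and 100% = reference inhibitor with no enzyme activity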
NPYLR7 agonist – agonists of mosquito NPYLR7 receptor, primary screen, cell-based, Aedes aegypti, calcium fluorescence, mosquito biting behavior; HEK293T NPYLR7/Galpha15, GCaMP6s calcium fluorescence; activation, % at 10 µM; actives 0.15% (n = 270,000); AID 1259423, 2018; in the data active = activation above about 40%;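 note: 0% = vehicle and 100% = reference agonist at the receptor; some compounds past the cut are filed as inactive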
hcGAS lum – Primary biochemical luminescence assay for human cyclic GMP-AMP synthase inhibitors. Q8N884. recombinant h-cGAS, ATP depletion, Kinase-Glo luminescence. inhibition, % at 12.5 µM. actives 0.081% (n = 290,000);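 note: 0% = vehicle reaction and 100% = reaction without DNA for no activity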
Target sequence (Q8N884 whole entry, looked up): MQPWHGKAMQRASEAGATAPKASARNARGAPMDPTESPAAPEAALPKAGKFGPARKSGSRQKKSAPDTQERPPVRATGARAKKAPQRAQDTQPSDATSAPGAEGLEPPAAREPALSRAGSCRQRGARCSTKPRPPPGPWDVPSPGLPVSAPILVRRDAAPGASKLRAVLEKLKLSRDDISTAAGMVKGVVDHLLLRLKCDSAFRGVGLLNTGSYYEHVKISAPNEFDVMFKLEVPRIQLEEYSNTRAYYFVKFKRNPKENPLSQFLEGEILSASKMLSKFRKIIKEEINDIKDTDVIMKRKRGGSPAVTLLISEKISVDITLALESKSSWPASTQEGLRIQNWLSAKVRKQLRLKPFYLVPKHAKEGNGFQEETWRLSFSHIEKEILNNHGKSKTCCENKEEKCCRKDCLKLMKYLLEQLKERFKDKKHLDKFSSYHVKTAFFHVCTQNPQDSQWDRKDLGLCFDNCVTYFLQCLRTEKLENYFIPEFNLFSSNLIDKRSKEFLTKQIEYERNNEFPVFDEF
Starred values were filed as active, the others as inactive; / = not tested or not shown; & = joins results of further samples. Cut-off read from the data, not from the text of the source, unless noted: active = inhibition above about 40%; inactive = the rest.

Value order – mcGAS inh	NPYLR7 agonist	hcGAS lum
COc1ccc(-n2nc(-c3ccccc3)cc2NC(=O)C2CCC2)cc1
    -3	12	-5
COc1ccc(-c2cc3ccc4c(c3oc2=O)CN(Cc2ccncc2)CO4)cc1OC
    -7	30	-4
Cc1nnsc1C(=O)NCCn1nc(-c2cccs2)n(C)c1=O
    /	1	-4
O=C(Cc1ccccc1)N(Cc1ccco1)Cc1c(-c2ccc(F)cc2)noc1N1CCOCC1
    0	-7	0
CCC(Nc1ccc([N+](=O)[O-])cc1S(=O)(=O)N1CCOCC1)c1ccc(C)cc1 (stereo not given)
    -9	22	-11
Cc1occc1C(=O)Nc1cc(Cl)ccc1C(=O)O
    8	-1	26
COc1cccc(OCc2cc(C(=O)N3CCc4sccc4C3)n[nH]2)c1
    -3	-7	0
CCN1C(=S)NC(c2cccc(NC(=O)C3CC3c3ccccc3)c2)C(C(=O)OC)=C1C (stereo not given)
    -1	/	2
COc1ccc(-c2nn(-c3ccccc3C)c(OC(C)=O)c2-c2ccc(NC(=O)c3ccccc3Cl)cc2)cc1
    -4	-2	-1
COc1ccccc1C1CN(CC(=O)NCC2(c3ccccc3)CCOCC2)Cc2ccccc2O1 (stereo not given)
    -9	11	-4
COc1ccc(CC(=O)N(C)C2Cc3ccccc3C2)cc1OC
    -13	/	-7
CCOc1ccc(NC(=O)c2c(NC(=O)c3ccco3)sc3c2CCCC3)cc1
    -9	3	-5
O=C1NC(=S)S/C1=C/c1cc(Br)c(O)c(Br)c1
    43*	24	35
COCCC(=O)N(C)C1c2ccccc2-c2ccccc21
    /	-1	-9
CSc1nnc(C)c(=O)n1COC(=O)c1ccc(Cl)cc1
    -8	1	-11
COCCS(=O)(=O)c1nc(-c2ccc(C)cc2)cs1
    -8	-4	-6
Cc1nn(-c2ccc(C(F)(F)F)cn2)c(C)c1CC(=O)O
    -8	-2	-6
c1ccc(-c2csc(-c3nc(-c4ccccc4)cs3)n2)cc1
    -6	-5	-6
O=c1c2c(-c3ccccc3)n3ncnc3nc2ccn1CCc1ccccc1
    /	-4	-1
Cc1cc(C)c(S(=O)(=O)N2CCN(C34CC5CC(CC(C5)C3)C4)CC2)c(C)c1
    2	/	8
COc1ccc(-c2c(-c3ccc(OCCN4CC(C)OC(C)C4)cc3O)n[nH]c2C)cc1 (stereo not given)
    -6	0	-4
O=C(c1ccc(F)cc1)N(Cc1nc2cc(Cl)ccc2o1)C1CCCC1
    -7	-2	-5
O=C(NCc1ccc(OCCN2CCCC2)cc1)Nc1cn[nH]c1
    /	8	-9
COC(=O)C1CCCCN1Cc1nc(-c2ccc(C)o2)oc1C (stereo not given)
    /	21	-8
O=C(Nc1ccon1)c1sc2cc(Cl)cc(Cl)c2c1Cl
    /	-4	-4
CSCC(=O)N1CCCC(Nc2ccc3c(c2)OCCO3)C1 (stereo not given)
    /	11	-12
Cc1c(Cl)cccc1S(=O)(=O)N(CCC(N)=O)c1ccccc1
    /	2	-9
CNc1nn(CC(=O)N2CCN(c3ccc(F)cc3)CC2)c(N)c1-c1nc(-c2ccccc2)no1
    -10	/	-8
CC(C)(C)c1ccc(OCC(=O)ON=C(N)c2cccnc2)c(Br)c1
    -3	-3	-2
O=C(NCc1ccco1)c1cc2cc(Br)cc(Br)c2oc1=O
    -2	-8	-6

Quoted at random: three compounds from above, in no set order.
Value order – mcGAS inh	NPYLR7 agonist	hcGAS lum
COC(=O)C1CCCCN1Cc1nc(-c2ccc(C)o2)oc1C (stereo not given)
    /	21	-8
COc1ccc(-c2c(-c3ccc(OCCN4CC(C)OC(C)C4)cc3O)n[nH]c2C)cc1 (stereo not given)
    -6	0	-4
CC(C)(C)c1ccc(OCC(=O)ON=C(N)c2cccnc2)c(Br)c1
    -3	-3	-2

Further compounds:
Value order – mcGAS inh	NPYLR7 agonist	hcGAS lum
CS(=O)(=O)Nc1cccc(C(=O)N2CCCC2Cc2ccc(F)cc2)c1 (stereo not given)
    -16	13	-11
O=C1C(Cc2ccccc2)N=C2c3ccccc3N=C(SCc3cc(=O)n4cc(Br)ccc4n3)N12 (stereo not given)
    /	9	-4
Cc1ccc(-c2nnco2)cc1NC(=O)NC(c1ccccc1)C1CC1 (stereo not given)
    /	3	4
CO[C@H]1[C@H](NC(=O)c2ccncc2)c2ccccc2C12CCN(C(=O)CCC1CCCCC1)CC2
    -14	17	-8
CC(C)N(Cc1ccccc1)Cc1cc([N+](=O)[O-])cc2c1OCOC2
    -2	2	4
CCC(C(=O)N(CC(=O)N1CCc2sccc2C1c1ccc(C(C)(C)C)cc1)C1CC1)c1ccccc1 (stereo not given)
    2	-5	-1
COCC(=O)N1CCC(Oc2ccc(C(=O)NC(c3ccco3)C(F)(F)F)cc2)CC1 (stereo not given)
    /	3	-10
Cc1cc(C(=O)Nc2ccc(SC(F)F)cc2)no1
    -8	11	-1
COC(=O)Cn1c(=O)c2c(nc3n(-c4cc(C)cc(C)c4)c(C)cn23)n(C)c1=O
    /	14	-15
O=C(Nc1cccc(-c2nnco2)c1)c1ccc2c(=O)n3c(nc2c1)CCCCCC3
    /	4	-9
CCOc1ccc(N2C(=O)CSC2c2ccc(NC(=O)C(CC)c3ccccc3)cc2)cc1 (stereo not given)
    -7	/	-6
COc1ccc(-c2nn(-c3ccccc3C)cc2CN(C)Cc2cc(C)[nH]n2)cc1F
    /	2	2
CCCCCn1c(CN2CCc3ccccc3C2)nc2c1c(=O)n(C)c(=O)n2C
    -9	7	-5
O=S(=O)(Cc1ccc(Br)cc1F)NC1CCN(c2ncccn2)CC1
    -17	-9	-8
CCOc1ccc2nc(N(CCCN3CCOCC3)C(=O)c3ccc([N+](=O)[O-])o3)sc2c1
    -12	1	-7
CC(=O)Oc1cc(OC(C)=O)c2c(c1)O[C@H](c1ccc(OC(C)=O)c(OC(C)=O)c1)[C@H](OC(C)=O)C2
    /	-5	-2
CSCC(=O)N1CCOc2c(O)cc(-c3cccc(Cl)c3)cc2C1
    3	-5	-2
CN(C(=O)COC(=O)C=Cc1ccco1)C1CCCCC1
    -4	0	-5
CCOCC(=O)N1CCN(Cc2cccc(-c3noc(-c4ccco4)n3)c2)CC1
    -6	5	-5
COCCCC(=O)N(C)c1cccc(C)n1
    /	-1	-13

4 entries from above, as labelled records.
CCOc1ccc2nc(N(CCCN3CCOCC3)C(=O)c3ccc([N+](=O)[O-])o3)sc2c1
  mcGAS inh = -12 | NPYLR7 agonist = 1 | hcGAS lum = -7

CC(=O)Oc1cc(OC(C)=O)c2c(c1)O[C@H](c1ccc(OC(C)=O)c(OC(C)=O)c1)[C@H](OC(C)=O)C2
  mcGAS inh = / | NPYLR7 agonist = -5 | hcGAS lum = -2

CSCC(=O)N1CCOc2c(O)cc(-c3cccc(Cl)c3)cc2C1
  mcGAS inh = 3 | NPYLR7 agonist = -5 | hcGAS lum = -2

CN(C(=O)COC(=O)C=Cc1ccco1)C1CCCCC1
  mcGAS inh = -4 | NPYLR7 agonist = 0 | hcGAS lum = -5

More structures follow:
Value order – mcGAS inh	NPYLR7 agonist	hcGAS lum
O=C(c1ccco1)N1CCN(C(C(=O)N2CCSCC2)C2CCCC2)CC1 (stereo not given)
    -3	-6	-1
Cc1sc2ncn(/N=C\c3ccccc3C(F)(F)F)c(=O)c2c1C
    /	-8	4
CN(C)c1ccc(NC(=O)CC2CSc3nc4c(cnn4-c4ccccc4)c(=O)n32)cc1 (stereo not given)
    -8	2	-11
CCNC(=O)N1CC[C@H]2CC(=O)N([C@H](C(N)=O)C(C)C)CC[C@H]2C1
    -4	-7	0
C#Cc1cccc(NC(=O)c2cc3ccccc3c(=O)[nH]2)c1
    -18	3	-12
CCOCCCN(CC(=O)N(Cc1ccccc1)Cc1cccn1Cc1cccc(OC)c1)C(=O)COC
    -6	5	-4
COc1cc(CN2CCC(CO)(CC3CCCCO3)CC2)ccc1OCc1ccccc1 (stereo not given)
    /	11	-8
CN(C(=O)CCCn1nc(-c2ccc(F)cc2)ccc1=O)c1ccccc1
    0	-1	-1
CC(=O)c1ccc(NC(=O)N(C)c2c(C)nc3ccc(C(=O)NCCCN(C)C)cn23)cc1
    -3	21	-7
CCc1ccc(N2CC(C)Cn3c2nc2c3c(=O)n(C)c(=O)n2C)cc1 (stereo not given)
    -9	/	-7
Cc1cc(CSc2ccccc2C(=O)NCCNc2ccc([N+](=O)[O-])cc2)on1
    -1	2	-1
Cc1cc(C)c(S(=O)(=O)Nc2c(C)ccn(C)c2=O)c(C)c1
    /	0	-3
c1cnc(-c2nnc3sc(C45CC6CC(CC(C6)C4)C5)nn23)cn1
    -6	2	-5
Cn1c(=O)c2c(ncn2C(C(=O)N2CCOCC2)c2ccccc2)n(C)c1=O (stereo not given)
    /	0	-9
O=C1NCCOc2ccc(NS(=O)(=O)c3ccccc3)cc21
    /	-7	1
COc1cc(-c2[nH]nc3nccc(-c4ccc(CO)cc4)c23)cc(OC)c1OC
    -5	1	1
Cc1cc2ncc(C(=O)OCc3csc(Br)c3)c(=O)n2[nH]1
    /	-1	-5
CCc1ccc(C(O)c2ncc(-c3cccc(C(F)(F)F)c3)[nH]2)cc1 (stereo not given)
    /	1	-6
C(=C\c1ccccc1)/CSc1nnc2c(n1)[nH]c1ccccc12
    -5	7	-6
O=C(Nc1ccccc1)N1CCCC(OCc2ccc(Br)cc2)C1 (stereo not given)
    -6	-5	-7
COc1ccccc1OCC1CN(C(=O)c2cc(C)nc(Cl)c2)CCO1 (stereo not given)
    -2	-7	0
O=C(Nc1ccc(-c2ccc(N3CCCCC3)nn2)cc1)C(F)(F)F
    -8	6	-3
O=C(c1ccccc1-c1ccc(C(F)(F)F)cc1)N1CCCC(O)C1 (stereo not given)
    -4	4	-7
CCC1CN(Cc2cnc(-c3cccs3)nc2)CCN1C(C)C (stereo not given)
    /	-3	-5
CC(=O)c1cccc(NC(=O)CSc2nc(=O)n(CCN3CCOCC3)c3c2CCC3)c1
    -6	-3	-6
COc1ccc2c(c1)C1(CC2)NC(=O)NC1=O (stereo not given)
    /	7	-8
O=C(C1CC1)N(Cc1cccc(Cl)c1)CC1CC(c2cccc(F)c2)=NO1 (stereo not given)
    -7	12	-4
CCOc1cccc(/C=N\NC(=O)C2=C(C)Nc3ccccc3S2)c1O
    -3	0	1
CCOC(=O)C1=C(O)/C(=C\c2cccc(O)c2O)SC1=Nc1ccc(C)cc1
    -5	9	-5
Cc1cc(C)n(-c2ccc(Cn3nc(-c4cccs4)oc3=O)cc2)n1
    -8	10	-2
NC(=O)Cn1nc(C2CC2)c2cnn(-c3ccccc3)c2c1=O
    /	0	3
O=C(CCc1ccc(OC(F)(F)F)cc1)NCc1cccnc1
    /	3	-4
Cc1ccc(C)c(C(O)c2ncc(-c3cccc(C(F)(F)F)c3)[nH]2)c1 (stereo not given)
    /	20	3
O=C(Cn1nnc(-c2cccs2)n1)N1N=C(c2ccco2)CC1c1ccco1 (stereo not given)
    /	4	-8
COc1ccc(OCc2ccc(-c3nc(C#N)c(NCC4CCCO4)o3)o2)cc1 (stereo not given)
    -11	0	-9
O=C(Nc1cccc(CN2CCCCC2=O)c1)C1CC2CCC1C2 (stereo not given)
    /	-1	2
Cc1ccc(Nc2nc(N(C)C)nc3nccnc23)cc1C
    /	4	-2
N#Cc1ccccc1C(=O)N1CCN(Cc2ccc(-c3noc(-c4cccs4)n3)cc2)CC1
    -6	5	-5
CC1CC1c1ccc(CN(CCOCCO)C2CC2)o1 (stereo not given)
    /	5	-7
CCN(Cc1cc(=O)c(O)co1)CC1CCN(c2ccccn2)CC1
    /	3	-3
CCC(NC(=O)N1CCC2(CCOCC2)C1)c1ccc(C)cc1 (stereo not given)
    /	-8	0
Cc1nc(NCCNC(=O)Cc2noc3ccccc23)cc(-n2ccnc2C)n1
    -10	-17	-4
CCC(=O)N1N=C(c2ccc(OC)c(OC)c2)CC1c1cc(OC)ccc1OC (stereo not given)
    /	6	-9
C=CCN(Cc1csc(COc2ccc(C)cc2)n1)C(=O)COC
    -3	0	0
CC(C(O)c1ccc(O)cc1)N1CCC(Cc2ccccc2)CC1 (stereo not given)
    -4&0	-10&2&-3	-4&-1&0
CCC(C)NC(=O)c1cc(NC(=O)COc2ccccc2)ccc1N1CCN(c2ccccc2OC)CC1 (stereo not given)
    -5	1	-5
Cc1cc(C)c(NC(=O)CCc2ccc(S(=O)(=O)N3CCCCC3)cc2)c(C)c1
    /	-8	1
CCOC(=O)c1c(C)nn(-c2ccc(C(=O)Nc3ccc(OC)nc3)cc2)c1C
    -4	1	-3
COc1ccc(-c2nc(CS(=O)CC(=O)NC3CCCCC3)cs2)cc1 (stereo not given)
    /	10	-8
COc1cccc(/C=C2/SC(=Nc3ccccc3)NC2=O)c1OC
    1	-5	3

New compounds follow
Value order – mcGAS inh	NPYLR7 agonist	hcGAS lum
N[C@H]1CCC[C@@H](C(=O)N(Cc2cccc(Cl)c2)C2CC2)C1
    /	-8	-7
CN(CC(=O)O)C(N)=O
    /	0	3
O=C(NCc1cccs1)c1nc(-c2cccs2)no1
    /	-3	-1
CC(C)(C)n1nc(C(=O)N2CCCN(c3ccccc3C#N)CC2)cc1C1CC1
    -10	6	-3
Cc1c(C(=O)N2CCN(C(=O)COCc3ccccc3)CC2)cc(-c2ccccc2)n1-c1ccc(F)cc1F
    -3	/	-2
COc1ccc(C2CC(=O)c3cn4nc(SC)nc4nc3C2)c(OC)c1 (stereo not given)
    /	5	-7
O=c1c2cc(Br)ccc2nc(-c2cccc(F)c2)n1Cc1ccccc1
    -5	/	-5

From PubChem
